# Assay outcomes: PubChem, National Center for Advancing Translational Sciences (NCATS)
# TDP1 cell noCPT: qHTS for Inhibitors of human tyrosyl-DNA phosphodiesterase 1 (TDP1): qHTS in cells in absence of CPT | DT40 Tdp1-/- hTDP1 cells, no CPT, ATP luminescence, 48 h | Potency, µM (top dose mostly 46.2 µM), inactives show at the highest dose activity change, negative = growth inhibition, most hits filed as inhibitors | actives 15% (n = 420,000) | AID 686978, 2013; active means well fitted inhibition curve with a large enough effect; inconclusive means small, poorly fitted or top-dose-only effect; further: nearly all actives have a fitted effect of over 55% in size
#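 Readout: luminescence from CellTiter-Glo after 30 min in the dark at RT. Cells: DT40 Tdp1-/- with stable hTDP1, 400/well. Exposure: compounds alone, ≥48 hr, 37 °C.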
# * marks the source's active call; other numbers are inactive results; ? = inconclusive; & = joins results of further samples. On the % scale 0 is the no-effect control and ±100 the full control effect; potency means the concentration at half of the fitted maximal effect.
SMILES,TDP1 cell noCPT
C[C@@H]1[C@H](c2ccccc2)OCCS(=O)(=O)N1Cc1ccc(F)cc1,?
CCOC1=C2[C@@H](CN(S(=O)(=O)c3ccc(C)cc3)[C@H]2c2ccccc2Cl)[C@H]2C(=O)N(C(C)(C)C)C(=O)[C@H]2C1,?
O=[N+]([O-])c1cc(Br)ccc1NS(=O)(=O)c1ccccc1,?
COc1ccc(OC)c(CN2C[C@H](Sc3ccc(F)cc3)C[C@H]2C(=O)N(C)C)c1,?
CC(C)(C)C(=O)Nc1cc(NC(=O)C(C)(C)C)cc(C(=O)Nc2c[nH]c(=O)[nH]c2=O)c1,-10%
COc1ccc(-n2c(CCNC(=O)c3ccccc3C(F)(F)F)nnc2SC)cc1,-11%
O=CN1CCN(C(=O)Cc2ccc(Cl)cc2)CC1,-1%
C=C1C(=C/C=C2\CCC[C@]3(C)[C@@H]([C@H](C)CCCC(C)(C)O)CC[C@@H]23)C[C@@H](O)C[C@@H]1O,?
CCc1ccc(OC2(C)CCN(Cc3ccccc3OC(F)F)C2)cc1 (configuration not stated),?
Cc1noc(C)c1COc1ccccc1C(=O)NC(C)c1ccc(F)cc1 (configuration not stated),-12%
C[C@@H]1CN([C@H](C)CO)C(=O)CCCn2cc(nn2)CO[C@H]1CN(C)C(=O)Nc1cccc(C(F)(F)F)c1,?
CC(C)=NNc1cnnc2ccc([N+](=O)[O-])cc12,13µM*
COc1ccc(S(=O)(=O)N2CCOC2CNC(=O)C(=O)NCCCN2CCOCC2)cc1OC (configuration not stated),-12%
O=C1NC[C@H](CCCCN2C[C@H](Cc3ccc(O)cc3)N(CC3CCCCC3)C(=O)C2=O)N(CCc2ccc(O)cc2)C1=O,-6%
NC(Cc1ccc(Cl)cc1)c1csc(Nc2cc(Oc3ccccc3)ncn2)n1 (configuration not stated),?
CC(C)(C)NC(=O)C(c1ccnc2ccccc12)n1c(=O)c(-c2cc3ccccc3[nH]2)nc2ccccc21 (configuration not stated),18µM*
CC(C)Cc1ccc(C(C)/C=C2/CCC(CN3CCCCC3)C2=O)cc1 (configuration not stated),2.9µM*
CC1Cc2[nH]c(=S)[nH]c(=O)c2C(C)O1 (configuration not stated),-11%
C[C@H]1Cn2cnc(C(=O)N[C@@H](Cc3c[nH]c4ccccc34)C(=O)OC(C)(C)C)c2C(=O)N1,?
Cc1oc(-c2ccccc2NC(=O)c2cccnc2)nc1CNC(=O)C1CCCCCN1C (configuration not stated),?

# A section from further up, for reference:
SMILES,TDP1 cell noCPT
CC(C)Cc1ccc(C(C)/C=C2/CCC(CN3CCCCC3)C2=O)cc1 (configuration not stated),2.9µM*
CC1Cc2[nH]c(=S)[nH]c(=O)c2C(C)O1 (configuration not stated),-11%
C[C@H]1Cn2cnc(C(=O)N[C@@H](Cc3c[nH]c4ccccc34)C(=O)OC(C)(C)C)c2C(=O)N1,?
Cc1oc(-c2ccccc2NC(=O)c2cccnc2)nc1CNC(=O)C1CCCCCN1C (configuration not stated),?

# (next part)
SMILES,TDP1 cell noCPT
O=C(CSc1nnc(-c2ccc(F)cc2)o1)Nc1ccccc1N1CCOCC1,?
Cc1cc(C(=O)N2CCC2(C)C(=O)NCc2cccc3ccccc23)nn1C (configuration not stated),?
CC(=O)C1=C(C)N=c2s/c(=C/c3ccc4c(c3)OCO4)c(=O)n2C1c1ccc(N(C)C)cc1 (configuration not stated),-2%
COC(=O)C1=C(COc2ccccc2)NC(=O)NC1c1ccc(Cl)cc1 (configuration not stated),?
Cc1cc(/C=C/c2ccnc3ccccc23)ccc1N(C)C,5.6µM*
CCC1CN(CCNC(=O)c2cccc(N3CCCC3=O)c2)Cc2cc(OC)ccc2O1 (configuration not stated),-16%
O=C(c1ccc(F)cc1)N1CCN(S(=O)(=O)c2ccc3c(c2)OCCO3)CC1,?
Cc1cccc(NC(=O)CSc2nnc3c4ccccc4n(C)c3n2)c1,-18%
Cc1ccc(OCc2cc(C(=O)N(C)Cc3cnn(C)c3)no2)cc1C,?
COc1ccc(Nc2nnc(-c3ccc(C)c(S(=O)(=O)N4CCN(C)CC4)c3)c3ccccc23)cc1,?
Cc1cc[n+](C2CCCCC2)c2ccccc12,?
CN(C)c1ccc(Cn2ccc3ccccc32)cc1,22µM*
C[C@H](CO)N1C[C@H](C)[C@@H](CN(C)Cc2ccc(-c3ccccc3)cc2)Oc2ncc(C#C[C@@H](C)O)cc2C1=O,?
CCc1nc2ccc(C(=O)NCCOc3ccc(OC)cc3)cn2c1N(C)Cc1nccn1C,-14%
C[C@@H]1CN([C@@H](C)CO)C(=O)CCCn2nncc2CO[C@H]1CN(C)C(=O)CCC(F)(F)F,-25%
C=C1C(=O)[C@]23C[C@H]1CCC2[C@]1(C)CCC[C@@](C)(C(=O)O)C1C[C@@H]3O (some centres not stated),1.6µM*
Oc1cc2cc(-c3csc(-c4ccc(F)cc4)n3)cc3c2n1CCC3,20µM*
C[C@@H]1CN([C@@H](C)CO)C(=O)CCCn2nncc2CO[C@@H]1CN(C)S(=O)(=O)c1ccccc1C#N,-12%
CC1(c2nnc(Cc3ccccc3)o2)CC(c2c(Cl)cccc2Cl)=NO1 (configuration not stated),-20%
O=Cc1ccnc2ccccc12,-92%

# Compounds from the list above containing an NH in an aromatic ring:
SMILES,TDP1 cell noCPT
CC(C)(C)C(=O)Nc1cc(NC(=O)C(C)(C)C)cc(C(=O)Nc2c[nH]c(=O)[nH]c2=O)c1,-10%
CC(C)(C)NC(=O)C(c1ccnc2ccccc12)n1c(=O)c(-c2cc3ccccc3[nH]2)nc2ccccc21 (configuration not stated),18µM*
CC1Cc2[nH]c(=S)[nH]c(=O)c2C(C)O1 (configuration not stated),-11%
C[C@H]1Cn2cnc(C(=O)N[C@@H](Cc3c[nH]c4ccccc34)C(=O)OC(C)(C)C)c2C(=O)N1,?

# (more compounds)
SMILES,TDP1 cell noCPT
O=S(=O)(c1ccc(Cl)cc1)c1nc(-c2ccccc2F)oc1NCc1ccccc1,18µM*
C=CCN1C(=O)c2ccc(C(=O)NCCc3ccc(F)cc3)cc2C1=O,7%
COC(=O)c1c(NC2=NS(=O)(=O)c3ccccc32)sc2c1CCC(C(C)(C)C)C2 (configuration not stated),15µM*
O=C(NCCCN1CCCC1=O)C(=O)NCC1OCCN1S(=O)(=O)c1cc(F)ccc1F (configuration not stated),1%
CC(=O)Nc1cc(-c2ccc(CO)cc2)cn2c(-c3cccc(C(F)(F)F)c3)cnc12,23µM*
CC1(C)COC(c2cccc([N+](=O)[O-])c2)OC1,-2%
O=S(=O)(Nc1ccc(-c2ccc(NS(=O)(=O)c3ccccc3)cc2)cc1)c1ccccc1,23µM*
CNC(=O)[C@@H]1C[C@H](Sc2nc3ccccc3[nH]2)CN1Cc1cccc(C(F)(F)F)c1,-21%
OC(c1ccccc1)(c1nc(-c2cccc3cccnc23)cs1)C(F)(F)F (configuration not stated),?
O=C1NC[C@@H](CCCCN2C[C@H](Cc3ccccc3)N(CC3CCCCC3)C(=O)C2=O)N(CCc2ccc(O)cc2)C1=O,-13%
Cc1nn(-c2ccc(F)cc2)c(Cl)c1/C=C(/CCC(=O)O)c1nc2ccccc2s1,-23%
Cc1cnc2c(C)ccc(C)c2c1/C=C/c1ccc(N(C)C)cc1,16µM*
COCc1ccc(CN2Cc3ccccc3OC(c3ccccc3OC)C2)o1 (configuration not stated),-9%
CCOC(=O)c1cnc2c(ccc3ccccc32)c1Nc1ccc(OC)c(OC)c1,4.6µM*
CC(C)C[C@H]1CNC(=S)N1C[C@H]1CCCN1C[C@H](Cc1ccc(O)cc1)N1C[C@H](Cc2ccc(O)cc2)N(CC2CCCCCC2)C1=S,6.5µM*
CC(C)c1ccc(CC(=O)N2CCC2(C)C(=O)Nc2cnc3ccccc3c2)cc1 (configuration not stated),?
O=C(NCc1ccc(F)cc1)OC1CC2CC1[C@H]1CCCCN1C2=O (some centres not stated),-16%
COc1cc(-c2coc3c(C(=O)NC4CCCCC4)cccc23)ccc1O,?
Cc1ccc(-c2nc3ccc(C)cn3c2Cc2cccc(F)c2)cc1,?
Cc1cc(C)cc(OCCCn2c(-c3ccc(Cl)cc3)nc3ccccc3c2=O)c1,-3%
CCOC(=O)C1=C(C)OC(=Cc2ccc(OC)cc2)C1=O,-2%
O=C(N1CCCCCC1)N1CCN(S(=O)(=O)c2cccc([N+](=O)[O-])c2)CC1,?
O=C(Nc1nc(OCC(F)(F)F)cnc1/C=C\c1ccccc1)c1ccccc1,?
O=C(Nc1ccc2c(c1)OCCO2)C(c1ccnc2ccccc12)N1CCN(c2ccc(C(F)(F)F)cn2)CC1 (configuration not stated),?
N#Cc1cccc(N2[C@@H](Cc3cc4ccccc4n3Cc3ccccc3)COC[C@H]2Cc2ccc3ccccc3c2)c1,-9%
CCCCCCN1CCN(C2CN(Cc3cn(CCCC(=O)OC)nn3)S(=O)(=O)C2)CC1 (configuration not stated),-1%
O=C(COCCOCCOCC(=O)Nc1c(I)cc(I)c(C(=O)O)c1I)Nc1c(I)cc(I)c(C(=O)O)c1I,-12%
COc1ccc(Cl)cc1-c1cc(C(=O)Nc2ccc(Br)cc2)[nH]n1,?
CCCCCCCCN1[C@@H](CC(=O)O)c2cc(F)ccc2S1(=O)=O,3%&-19%
COC(=O)C1=CO[C@@H](O[C@@H]2OC(CO)[C@@H](O)[C@@H](O)[C@@H]2O)C2C1CC[C@]2(C)O (some centres not stated),0%
O=C(NCc1cccc(Cl)c1)c1ccc(-c2cccnc2)c2ccoc12,?
COC(=O)c1ccc(NC(=O)C2CC3CCC2C3)cc1 (configuration not stated),-19%
CC(=O)Nc1cccc(-c2cc(NC(C)=O)c3ncc(-c4cccc(C(C)=O)c4)n3c2)c1,10µM*
O=C(N[C@@H]1CC[C@@H](CCNC(=O)C2CCOCC2)O[C@@H]1CO)c1ccncc1,16%
COc1ccc(S(=O)(=O)N(C)C[C@@H]2OCCCC[C@@H](C)Oc3ccc(NS(=O)(=O)c4cccs4)cc3C(=O)N([C@H](C)CO)C[C@@H]2C)cc1,?
COc1ccc(NC(=O)c2cccc3c(-c4ccc(OC)cc4C)coc23)cc1,?
Cc1cc(Br)cn2c(Cc3ccccc3)c(-c3ccc(F)cc3)nc12,?
COc1ccc(C(=O)OCC(=O)NC2CC2)cc1,2%
NS(=O)(=O)c1cnccc1NCCc1ccccc1,1%
Cc1ccn2c(C(C)O)nnc2c1 (configuration not stated),-11%

# Three entries drawn at random from the list so far:
SMILES,TDP1 cell noCPT
N#Cc1cccc(N2[C@@H](Cc3cc4ccccc4n3Cc3ccccc3)COC[C@H]2Cc2ccc3ccccc3c2)c1,-9%
Cc1cc(Br)cn2c(Cc3ccccc3)c(-c3ccc(F)cc3)nc12,?
COc1ccc(NC(=O)c2cccc3c(-c4ccc(OC)cc4C)coc23)cc1,?

# Continuation.
SMILES,TDP1 cell noCPT
CCCCN1C(=O)C(CC(=O)NCc2ccco2)CC(C(=O)N2CCOCC2)=C1C (configuration not stated),19%
COc1ccc(-c2csc(NCCc3nc4cc(Cl)c(Cl)cc4n3CCCO)n2)cc1,18µM*
C[C@@H]1CCCCO[C@H](CN(C)C(=O)Nc2ccc3c(c2)OCO3)[C@H](C)CN([C@@H](C)CO)C(=O)c2cc(NS(=O)(=O)c3ccc(Cl)cc3)ccc2O1,16µM*
COc1ccc(N=Cc2ccc(N(CCC#N)CCC#N)cc2)cc1,-19%
O=C(NCC1CCOCC1)C1Cc2c(-c3ccccc3Oc3ccccc3)ccnc2O1 (configuration not stated),?
COCCNC(=O)C1CCCN(C(=O)c2cc(-c3ccccc3)cs2)CC1 (configuration not stated),-16%
C[C@H]1CN([C@@H](C)CO)C(=O)Cc2cc(NC(=O)Nc3ccccc3)ccc2O[C@H]1CN(C)Cc1ccccc1,21µM*
CC(C)(C)c1ccc(C(=O)C[n+]2cccc3cc(Cl)ccc32)cc1,4.5µM*
COC(=O)c1c(NC(=O)CSc2ncnc3ccccc23)sc(C)c1C,23µM*
Cc1ccc(F)c(S(=O)(=O)NC(=O)C2(C)CCN2C(=O)Cc2cc(F)ccc2F)c1 (configuration not stated),0%
CC(=O)c1ccc(OCc2c(-c3ccccc3)nnn2CC(=O)NS(=O)(=O)c2ccc(C)cc2)cc1,-4%
COC(=O)C[C@H]1c2cc(F)ccc2S(=O)(=O)N1C1CC1,?
CC1(C(=O)NS(=O)(=O)c2ccccc2)CCN1C(=O)C1(c2ccc(Cl)cc2)CCC1 (configuration not stated),1%
CCC(C(=O)NC1CCCC1)N(C(=O)Cn1nnc(-c2ccc(C)cc2)n1)C1CCCC1 (configuration not stated),18µM*
CCC1CCc2nc3sc(C(=O)Nc4ccc(C)cc4)c(N)c3cc2C1 (configuration not stated),7.3µM*
Cn1nc(C(C)(C)C)cc1NC(=O)C1(C)CCN1C(=O)CCc1ccccc1 (configuration not stated),?
NC(=O)C1=C[C@@H](c2ccc3c(c2)OCO3)C[C@@H](OCCCCO)O1,2%
O=C(NC1CCCC1)C(c1ccccc1)n1c(Cc2cc(F)cc(F)c2)nc2ccccc21 (configuration not stated),?
COC(=O)[C@]12CCCCC=C1N(Cc1ccc(Cl)cc1Cl)C(=O)[C@H](CC(=O)N1CCSCC1)C2,16µM*
CCCN=C1N(C)C[C@@H]2[C@@H]3C(=O)N(C)C(=O)[C@@H]3[C@](C)(C(=O)OC)N12,6%
COC(=O)[C@H]1C[C@@]2(O)CN(S(=O)(=O)c3ccc(C)cc3)C[C@@]2(OC(=O)NCc2ccccc2F)C[C@H]1C(=O)OC,?
CC(CC(c1ccccc1)c1ccccc1)NC(C)(C)C (configuration not stated),?
O=C(/C=C/c1ccccc1)CCN1CCOCC1,1.5µM*
O=C(Nc1ccc(Cl)c(Cl)c1)N[C@@H]1CC[C@@H](CCn2cc(C3CCCCC3)nn2)O[C@@H]1CO,21µM*

# An excerpt; the hit share may differ from the screen's.
